sPLA2-III inh: human group III sPLA2 inhibitors, primary screen, biochemical, QFRET, BODIPY PC-A2 liposome substrate | Group 3 secretory phospholipase A2 (Homo sapiens), Q9NZ20 | QFRET BODIPY PC-A2 liposome hydrolysis, fluorescence | inhibition, % at 12.2 µM | 0.56% of 370,000 active | AID 743126, 2013;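 active = inhibition above mean plus 3 SD of compounds lying within the high and low control bounds, cut at about 19% in these data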;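 also: 0% = median of test compound wells and 100% = no enzyme DMSO wells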
Target sequence (Q9NZ20 whole entry, looked up): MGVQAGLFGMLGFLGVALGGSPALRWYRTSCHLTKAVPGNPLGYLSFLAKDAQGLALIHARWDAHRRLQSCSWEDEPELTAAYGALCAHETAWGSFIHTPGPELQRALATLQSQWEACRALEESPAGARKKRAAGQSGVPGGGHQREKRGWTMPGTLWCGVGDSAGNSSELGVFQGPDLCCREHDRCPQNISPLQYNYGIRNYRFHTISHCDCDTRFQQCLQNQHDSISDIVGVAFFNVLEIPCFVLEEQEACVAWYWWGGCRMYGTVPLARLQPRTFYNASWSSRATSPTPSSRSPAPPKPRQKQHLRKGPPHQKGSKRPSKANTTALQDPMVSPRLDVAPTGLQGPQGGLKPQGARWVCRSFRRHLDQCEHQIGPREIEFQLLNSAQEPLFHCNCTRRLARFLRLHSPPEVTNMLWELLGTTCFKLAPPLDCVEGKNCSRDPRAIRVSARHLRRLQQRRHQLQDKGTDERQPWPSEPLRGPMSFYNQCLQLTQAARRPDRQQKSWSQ
GC-B act: human GC-B receptor activators, primary screen, HEK293 GC-B cells, cGMP TR-FRET, EC30 CNP; Atrial natriuretic peptide receptor 2 (Homo sapiens), P20594; 0% at EC30 CNP, 100% saturating CNP; activation, % at 10 µM; 0.11% of 370,000 active; AID 1920062, 2024;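 active = activation at 10 µM reaching about 35% in either raw or pattern-adjusted values, limit read from the data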
KLK7 zymogen act: proKLK7 zymogen activators, primary screen, biochemical, fluorescence intensity; purified proKLK7, EDANS-DABCYL substrate fluorescence; 100% is mature enzyme control, 0% vehicle; activation, % at 7 µM; Kallikrein-7 (Homo sapiens), P49862; 0.9% of 370,000 active; AID 652039, 2013;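 active = activation above the mean of all tested compounds plus 3 SD, computed per campaign excluding outliers beyond control limits, cut at about 13% in these data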
Target sequence (P49862 whole entry, looked up): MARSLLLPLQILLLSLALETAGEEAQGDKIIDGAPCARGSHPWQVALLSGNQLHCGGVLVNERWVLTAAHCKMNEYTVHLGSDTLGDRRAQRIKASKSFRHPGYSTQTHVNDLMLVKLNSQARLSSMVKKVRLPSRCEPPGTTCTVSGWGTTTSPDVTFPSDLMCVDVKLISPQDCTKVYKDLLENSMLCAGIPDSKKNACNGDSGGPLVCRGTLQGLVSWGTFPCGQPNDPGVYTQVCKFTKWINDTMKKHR
DAX1 inh-1: DAX1 (NR0B1) inhibitors on StAR promoter, primary screen, cell-based, luminescence, SF-1 (NR5A1), full-length DAX-1. HEK293T StAR-luciferase reporter, SF-1/DAX-1 repression relief. inhibition, % at 6.8 µM. 1.1% of 370,000 active. AID 652010, 2013;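 active = inhibition above the mean over all tested compounds plus 3 SD, cut at about 3.6% in these data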;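 also: 0% = DAX-1 cells with DMSO and 100% = cells lacking DAX-1 with DMSO; higher inhibition means more luminescence from relief of DAX-1 repression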
GAA850 FXN act: FXN promoter activators, primary screen, cell-based, luciferase luminescence, HEK293 lucGAA850. HEK293 lucGAA850 FXN promoter luciferase reporter, 24 h; percent of 10 µM SAHA response. activation, % at 6 µM. 0.56% of 360,000 active;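 active = activation above the average of all compounds screened plus 3 SD, cutoff fixed separately per campaign, cut at about 7.5% in these data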;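 also: 0% = DMSO wells and 100% = 10 µM SAHA wells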
SMARCA2 act: SMARCA2 (BRM) function activators, primary screen, cell-based, luminescence, high throughput. MG213 cells, MMTV-luciferase reporter, dexamethasone, overnight. activation, % at 9.1 µM. 1% of 370,000 active; in the data active = activation above about 7.8%;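 also: 0% = vehicle wells and 100% = reference activator wells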
GC-A act: GC-A stimulated cGMP production enhancers – HEK293 GC-A cells, cGMP TR-FRET, EC30 ANP, primary screen. Atrial natriuretic peptide receptor 1 (Homo sapiens), P16066. 0% at EC30 ANP, 100% saturating ANP. activation, % at 10 µM. 0.14% of 370,000 active; in the data active = activation above about 40%
hgDAF12 agonist: H. glycines DAF-12 receptor agonists, primary screen, cell-based, luminescence, HEK293, GAL4 fusion, UAS-luciferase | HEK293 GAL4-hgDAF12 UAS-luciferase reporter, agonist luminescence; normalized to butyrate control | activation, % at 6.8 µM | 1.8% of 370,000 active | AID 687014, 2013;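 active = activation above a cutoff set at the mean of all screened compounds plus 3 SD, cut at about 10% in these data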;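 also: 0% = DMSO wells and 100% = sodium butyrate wells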
hcDAF-12 act: H. contortus DAF-12 nuclear receptor activators, primary screen, cell-based, luminescence, HEK293, lit1-tk-luc reporter; HEK293 hcDAF-12 lit1-tk-luc reporter; 0% DMSO, 100% Δ7-dafachronic acid; activation, % at 6.8 µM; 1.4% of 370,000 active;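 active = activation above the mean of all tested compounds plus 3 SD, cut at about 5.5% in these data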;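 also: 100% = response to 3 µM Δ7-dafachronic acid high control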
ssDAF-12 act: S. stercoralis DAF-12 nuclear receptor activators, primary screen, cell-based, luminescence, HEK293, GRIP1 co-expression, lit1-tk-luc; Nuclear hormone receptor DAF-12 (Strongyloides stercoralis); HEK293 ssDAF-12/GRIP1 lit1-tk-luc reporter; % of 3 µM dafachronic acid response; activation, % at 6.8 µM; 1% of 370,000 active;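 active = activation above the mean over all tested compounds plus 3 SD, cut at about 0.9% in these data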;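 also: 0% = DMSO-only wells and 100% = 3 µM delta7-dafachronic acid wells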
DAX1 inh-2: DAX1 (NR0B1) inhibitors, primary screen, cell-based, HEK293, Gal4-DAX1, luciferase luminescence | HEK293 Gal4-DAX1 luciferase reporter | inhibition, % at 6.75 µM | 0.99% of 340,000 active | AID 504766, 2011;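 active = inhibition above the mean over all tested compounds plus 3 SD, cut at about 4.2% in these data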;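 also: 0% = DAX1-transfected cells with DMSO and 100% = empty-vector control cells with DMSO; inhibition shows as a rise in luminescence from relieved DAX1 repression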
Target sequence (P51843 207-470 limits assumed): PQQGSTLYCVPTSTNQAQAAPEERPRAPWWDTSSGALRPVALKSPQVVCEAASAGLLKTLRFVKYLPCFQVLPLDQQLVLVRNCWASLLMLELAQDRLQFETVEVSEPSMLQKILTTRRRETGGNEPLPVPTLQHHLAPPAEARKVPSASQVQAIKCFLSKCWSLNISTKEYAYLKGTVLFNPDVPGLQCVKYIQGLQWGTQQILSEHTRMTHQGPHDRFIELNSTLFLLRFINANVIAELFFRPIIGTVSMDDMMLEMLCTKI
* marks the source's active call; other numbers are inactive results; / = not tested or not shown. Random draw from the library. Share with any hit: about 6.7%.

SMILES	sPLA2-III inh	GC-B act	KLK7 zymogen act	DAX1 inh-1	GAA850 FXN act	SMARCA2 act	GC-A act	hgDAF12 agonist	hcDAF-12 act	ssDAF-12 act	DAX1 inh-2
Cc1cccc(Nc2nc3ccccc3n3nnnc23)c1	-1	-2	0.2	-0.5	2.5	0	-3	-3.1	-2.3	-0.4	0.1
Cc1c(O)ccc2c(=O)c(-c3nncn3-c3ccccc3)coc12	6	3	-0.3	1.6	0.7	1	-2	-0.4	-0.9	-1.3	-1.6
Cc1cc(NC(=O)COC(=O)CCS(=O)(=O)c2ccc(C)c(C)c2)no1	-2	-2	-0.1	0.1	-1.3	-1	5	-1.8	-0.3	-0.7	0.1
Cc1ccc(C(=O)NNC(=O)c2cccc(C)c2)cc1	2	-1	-0.2	1.2	3.5	0	2	11*	-0.5	-0.9	0.6
CCOC(=O)c1nc2ccccc2nc1C	4	-1	-0.5	-0.2	1.1	-1	-1	-0.5	6.9*	-1.6	0.8
CC(C#N)Sc1ncnc2sc(-c3ccccc3)cc12 (configuration not stated)	0	-4	0.4	-0.4	3.1	1	-8	3.0	-1.7	-1.0	2.5
CCC/C(=N\NC(=O)c1ccco1)c1ccc(Cl)s1	5	8	-0.1	1.3	2.8	3	3	6.3	2.7	-0.7	0.9
CC1CCCCN1C(=O)Cn1c(=O)n(CCC(=O)NCc2ccco2)c(=O)c2sccc21 (configuration not stated)	7	3	0.1	0.5	-0.5	4	3	-1.5	1.1	-1.2	1.2
Cc1ccc(NC(=O)Nc2cccc(C(F)(F)F)c2)nc1	4	2	0.3	0.2	6.0	0	7	0.4	-1.9	4.6*	2.5
Cc1cccc(NC(=O)C2(c3ccc([N+](=O)[O-])cc3)CCCC2)c1	-2	-12	-0.1	-1.3	1.9	-4	-18	-2.2	0.3	-1.3	-2.0
COc1cccc(OC)c1C(=O)N1CCN(c2ccccn2)CC1	1	3	0.7	0.7	0.1	-1	1	0.7	0.6	-1.6	-0.8
Cc1cc(NC(=O)CSCC(=O)Nc2cc(Cl)ccc2N2CCN(C)CC2)no1	2	-7	0.4	1.0	-0.9	-1	-8	0.7	1.0	-1.5	0.6
COc1ccccc1NC(=O)CSc1nc(O)c(Cc2ccccc2)c(=O)[nH]1	4	2	0.5	-0.1	0.7	0	4	2.1	-1.8	-1.5	0.3
N#CC1(C#N)COC23CCCCC2C1(C#N)C(=N)O3 (configuration not stated)	-2	2	5.5	0.0	0.9	-3	4	-1.0	-0.1	-1.2	0.2
CCCc1cc(=O)[nH]c(SCC(=O)N(C)C2CCCCC2)n1	2	-1	0.2	-1.1	1.1	-2	2	5.7	1.0	-1.3	-0.5
CS(=O)(=O)Nc1ccc(C2=NN(C(=O)c3ccco3)C(c3ccccc3)C2)cc1 (configuration not stated)	-6	-16	-3.2	-0.7	2.1	0	-23	1.2	-2.8	-1.3	0.6
Cc1cc(NC(=O)c2ccco2)c(=O)n(Cc2c(F)cccc2Cl)c1	3	2	0.1	-0.4	-1.6	-2	8	-0.1	-0.6	-1.2	1.3
CC(C)CCNC(=O)c1ccc(CS(=O)(=O)Cc2ccccc2F)o1	-3	1	0.1	0.1	-1.2	0	3	-0.3	-0.2	-1.5	0.0
CCCOC(=O)NC(CC)COC(=O)Nc1cc(C)ccc1C (configuration not stated)	2	-12	-0.9	0.1	-2.3	0	9	0.0	-1.5	-0.5	0.6
Cc1cc(OCCOc2cccc3cccnc23)c(C)cc1Cl	0	-9	0.5	-0.1	0.2	1	-11	3.2	0.4	-1.3	0.6

Whole records as entered above. Values in the order: sPLA2-III inh	GC-B act	KLK7 zymogen act	DAX1 inh-1	GAA850 FXN act	SMARCA2 act	GC-A act	hgDAF12 agonist	hcDAF-12 act	ssDAF-12 act	DAX1 inh-2
CCCc1cc(=O)[nH]c(SCC(=O)N(C)C2CCCCC2)n1 in the list: 2	-1	0.2	-1.1	1.1	-2	2	5.7	1.0	-1.3	-0.5
N#CC1(C#N)COC23CCCCC2C1(C#N)C(=N)O3 (configuration not stated) in the list: -2	2	5.5	0.0	0.9	-3	4	-1.0	-0.1	-1.2	0.2
COc1cccc(OC)c1C(=O)N1CCN(c2ccccn2)CC1 in the list: 1	3	0.7	0.7	0.1	-1	1	0.7	0.6	-1.6	-0.8
COc1ccccc1NC(=O)CSc1nc(O)c(Cc2ccccc2)c(=O)[nH]1 in the list: 4	2	0.5	-0.1	0.7	0	4	2.1	-1.8	-1.5	0.3
CCCOC(=O)NC(CC)COC(=O)Nc1cc(C)ccc1C (configuration not stated) in the list: 2	-12	-0.9	0.1	-2.3	0	9	0.0	-1.5	-0.5	0.6

New compounds follow
SMILES	sPLA2-III inh	GC-B act	KLK7 zymogen act	DAX1 inh-1	GAA850 FXN act	SMARCA2 act	GC-A act	hgDAF12 agonist	hcDAF-12 act	ssDAF-12 act	DAX1 inh-2
O=C(c1cccc(Oc2ccc([N+](=O)[O-])cc2Cl)c1)N1CCOCC1	1	0	-0.5	-0.5	-0.9	-1	-1	0.9	-0.6	-1.2	-0.4
COc1ccc(NC(=O)c2ccc(NC(=O)c3nc4nccc(C)n4n3)cc2)cc1	15	0	-0.9	0.8	-1.9	-3	2	-1.4	1.4	-0.8	-0.5
O=C(c1cccc(S(=O)(=O)NCc2ccccc2)c1)N1CCCC1	0	2	-0.3	1.2	0.5	-1	2	-2.0	-0.7	-1.8	0.7
CCOC(=O)c1c(C)oc2ccc(NS(=O)(=O)c3ccc4c5c(cccc35)C(=O)N4)cc12	-56	-9	2.6	-0.3	1.3	2	-26	0.8	-1.1	-0.6	0.2
COc1ccc(S(=O)(=O)NC(N)=NCCc2ccc(OC)c(OC)c2)cc1C	11	0	-0.3	-0.7	2.2	-4	1	-0.4	-0.7	-1.1	0.5
Cc1ccc(NCc2nnc(SCC(=O)c3ccccc3)n2Cc2ccco2)c(C)c1	-7	-1	0.3	-0.7	3.0	0	-15	-1.1	-0.5	-0.1	-2.1
COc1cc(OC)c2c(c1)S(=O)(=O)C(c1ccccc1)=C2N	-2	-5	0.7	0.2	0.1	-2	-2	-0.5	1.1	-1.7	0.0
COC(=O)CCc1c(C)c(C(=O)c2ccc(F)cc2)c2ccccn12	-2	-9	0.3	-0.7	-1.1	-1	-8	-6.7	-0.8	-1.6	0.1
C/C=C/c1cc(OC)c2c(c1)[C@H](C)[C@@H](c1ccc(O)c(OC)c1)O2	-32	-3	0.8	-0.4	-0.3	0	6	0.6	-1.6	-1.5	-0.5
COC(=O)c1ccc(NC(=O)N2CCC(O)(c3cccnc3)CC2)cc1	2	-3	-0.9	-0.7	1.9	2	8	4.9	-0.5	-0.6	-0.2
Cc1cc(NC(=O)CCC(=O)N(CC(=O)NCC2CCCO2)c2ccccc2)no1 (configuration not stated)	-3	-2	0.3	0.4	2.8	-1	-2	1.5	-0.1	-0.9	-1.3
CCOC(=O)CN1CC23C=CC(O2)C(C(=O)N2CCN(c4ccc(F)cc4)CC2)C3C1=O (configuration not stated)	6	4	-0.3	0.2	2.3	-3	0	3.2	0.6	-0.1	2.2
O=C(Cn1cc2c(n1)CCCCC2)N1CCc2ccccc2C1	2	1	0.4	0.3	0.5	-1	0	-0.3	-1.1	-1.3	0.2
Cc1cc(C)c(NC(=O)C2CCCN2C(=O)NC2CCCCC2)c(C)c1 (configuration not stated)	-1	3	0.5	-0.4	-1.8	-1	-2	-1.9	-1.2	-0.7	-0.6
CCOc1c2ccc(C(=O)NC3CCCc4ccccc43)cc2nn1C (configuration not stated)	2	-4	-1.3	-0.2	0.3	2	0	-2.2	-2.1	-1.4	0.8
Cc1nc2ccc(NS(=O)(=O)c3c(C)c(C)cc(C)c3C)cc2s1	-38	-8	-0.6	-1.8	-3.2	-6	-8	-4.1	-2.9	-1.6	-0.8
CN(Cc1ccco1)S(=O)(=O)c1ccc2c(c1)CCN2C(=O)CCC(=O)O	-4	6	0.8	-0.4	1.3	-2	-3	-1.4	-0.8	0.0	-0.5
CCN1C(=O)[C@@H]2[C@@H](c3ccc(-c4ccc(F)cc4)c(OC)c3)N3CCC[C@@]3(C(=O)OC)[C@@H]2C1=O	-5	-1	0.3	-0.2	-2.9	-1	-2	-1.6	-2.7	-1.6	-0.7
CN(C)c1ccc(CNc2nc3cc(-c4ccc(F)cc4)sc3c(=O)n2C)cc1	10	-5	0.1	-1.2	3.3	-2	0	0.8	0.9	-1.2	/
CCOc1ccc2c(c1)OC1(CCC(C)C1)CC2=O (configuration not stated)	5	-2	-0.7	-0.4	1.1	0	3	-1.1	-1.1	-1.2	0.0
Cc1ccccc1NC(=S)NC(C)C(c1ccccc1)N1CCN(C)CC1 (configuration not stated)	9	-2	-0.1	0.1	1.3	-2	-8	-1.5	-0.1	-1.4	0.0
CC(=O)Nc1cccc(-c2ccnc3c2CC(C)(C(=O)NCc2ccccc2)O3)c1 (configuration not stated)	-2	-5	-0.8	0.4	-2.2	-1	-4	-5.6	0.3	-1.5	/
CCOC(=O)CSc1nc2sc3c(c2c(=O)n1-c1ccc(C)cc1)CCN(C)C3	17	-2	-3.1	-0.1	0.1	-2	16	0.0	6.1*	-0.2	-1.2
Cc1cccc(C)c1NC1=NC(=S)N(c2ccccc2)C12CCOC(C)(C)C2 (configuration not stated)	8	2	0.2	-0.4	-1.4	1	4	-0.3	-0.5	-1.2	-0.5
COc1ccc(C#Cc2cccc(-c3nc(C(=O)N4CCN(C)CC4)cc4c3[C@H](CCO)N(S(=O)C(C)(C)C)C4)c2)cc1OC (some centres not stated)	4	-5	0.4	-0.2	/	-1	7	-2.5	-0.4	-1.3	/
Cc1ccc(S(=O)(=O)N2CC3C(=O)CC(c4ccccc4)N(S(=O)(=O)c4ccc(C)cc4)C3CC2c2cccc(Cl)c2)cc1 (configuration not stated)	-12	5	0.1	-0.7	/	-1	-1	1.0	-2.1	-0.9	/

Assay outcomes: PubChem BioAssay, several laboratories
